Source: PubChem BioAssay (National Center for Advancing Translational Sciences (NCATS))
A350 autofl – compounds fluorescent in Alexa 350 spectral region; Compound autofluorescence, 340/450 nm, Alexa 350 dye-equivalents; stronger effect = higher value; max dye-equivalent concentration, M; 59,000 compounds, 11% hits; in the data active = max dye-equivalent concentration above about 10 nM; inconclusive = mostly about 1.1 nM to 9.6 nM
FLuc inh – firefly luciferase inhibition; P08659; purified firefly luciferase, luminescence, 8 min; Potency, µM (titrated, usually from 57.1 µM), inactives show top-dose activity change, negative = inhibition, usual class: inhibitors; 72,000 compounds, 2.2% hits; active = well fitted inhibition curve with a large enough effect; inconclusive = small, poorly fitted or top-dose-only effect; note: potency is the fitted concentration of half-maximal effect; % is set by controls: 0 for no effect and ±100 for the full control effect; nearly all actives have a fitted effect of over 40% in size
Target sequence (P08659 whole entry, looked up): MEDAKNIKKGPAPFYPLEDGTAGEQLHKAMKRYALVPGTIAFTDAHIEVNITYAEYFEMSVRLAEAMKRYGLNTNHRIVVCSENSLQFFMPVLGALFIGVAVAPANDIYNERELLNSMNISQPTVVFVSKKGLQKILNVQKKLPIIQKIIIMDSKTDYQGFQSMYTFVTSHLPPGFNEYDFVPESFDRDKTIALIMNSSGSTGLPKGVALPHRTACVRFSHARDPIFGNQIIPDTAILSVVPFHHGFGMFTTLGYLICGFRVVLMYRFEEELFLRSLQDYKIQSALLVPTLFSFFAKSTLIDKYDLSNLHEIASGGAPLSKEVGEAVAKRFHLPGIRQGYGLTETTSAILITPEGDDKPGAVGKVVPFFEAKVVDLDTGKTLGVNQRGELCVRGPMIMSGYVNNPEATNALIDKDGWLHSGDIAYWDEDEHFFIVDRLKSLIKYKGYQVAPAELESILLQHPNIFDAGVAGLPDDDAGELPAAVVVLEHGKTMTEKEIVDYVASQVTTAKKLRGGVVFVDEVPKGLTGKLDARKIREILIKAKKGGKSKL
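Substrate buffer containing 10 uM ATP (pH 7.2 imidazole, Mg2+, KCl, detergent, BSA) is dispensed, compound pinned in, then luciferase/luciferin detector mix added. After 8 min at ambient temperature, light output is measured.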
The depositor's hits bear a star; i = inactive; ? = inconclusive; [ ] = dose if it differs, or a comment. Some of the compounds tested; the hit share may differ from the screen's.

Molecule | A350 autofl | FLuc inh
COC(=O)c1ccc(C2/C(=C(\O)c3cccc(OC)c3)C(=O)C(=O)N2CCCN(C)C)cc1 (stereo not drawn) | i | 3.0%[25.5 µM]
O=C(NC1CCCCC1)[C@H](O)[C@@H](O)C(=O)NC1CCCCC1 | ? | 4.1%[25.5 µM]
CCCc1nc2n[nH]c(N)c2c2c1COC(C)(C)C2 | i | 4.2%[25.5 µM]
Cc1ccc(S(=O)(=O)N(CC(O)CN(C)C)c2ccccc2)cc1 (stereo not drawn) | i | 1.5%[25.5 µM]
COc1ccc(C2C(C#N)=C(N)Oc3cc(C)n(CCN4CCOCC4)c(=O)c32)cc1OC (stereo not drawn) | i | 2.6%[25.5 µM]
CC1(C)CC(N(Cc2ccco2)C(=O)Cc2ccccc2)CCO1 (stereo not drawn) | i | 1.3%[25.5 µM]
COc1ccc(C(=O)/C=C/Nc2cccc(C)n2)cc1OC | 1.45e-07M* | 10µM*
Cc1ccc(N(CN2C(=O)NC(C)(C)C2=O)CN2C(=O)NC(C)(C)C2=O)cc1 | i | -1.8%[25.5 µM]
CCCOc1ccc(/C(O)=C2/C(=O)C(=O)N(CCN3CCOCC3)C2c2ccccc2)cc1 (stereo not drawn) | i | 1.7%[25.5 µM]
O=C(COc1ccccc1)Nc1ccc(-c2nnc(-c3ccco3)o2)cc1 | i | 0.4%[25.5 µM]
CCOC(=O)c1c(C)n(C)c2ccc(O)c(S(=O)(=O)c3ccccc3)c12 | i | -1.7%[25.5 µM]
COc1cccc(N2C(=O)C(O)=C(C(C)=O)C2c2ccc(OC)c(OC)c2)c1 (stereo not drawn) | i | -5.4%[25.5 µM]
C=C1C2(C(=O)Nc3nccs3)CCC(C2)C1(C)C (stereo not drawn) | i | -2.4%[25.5 µM]
Cc1cc(Nc2ccc3ccccc3c2)n2ncnc2n1 | ? | -3.5%[25.5 µM]
O=c1[nH]c(-c2ccccn2)nc2ccccc12 | i | -8.2%[25.5 µM]
C=CCOC(=O)C1=C(C)NC(SCC(=O)Nc2ccc(C)c(Cl)c2)=C(C#N)C1c1ccco1 (stereo not drawn) | 2.44e-07M* | 1.2%[25.5 µM]
CCOc1ccc(C2C(C#N)=C(N)Oc3cc(C)n(CCN4CCOCC4)c(=O)c32)cc1OCC (stereo not drawn) | i | -0.3%[25.5 µM]
CCCCc1[nH]c(=O)c(C#N)c2c1CSC(C)(C)C2 | 1.62e-07M* | 0.2%[25.5 µM]
CCOC(=O)CSc1nc(N)c(C(=O)Nc2ccc(N(C)C)cc2)s1 | i | 12.6µM*
CC(C)Cc1nc(N2CCOCC2)c(C#N)c2c1COC(C)(C)C2 | 1.74e-07M* | -0.4%[25.5 µM]
COc1ccccc1C(=O)NCC(=O)n1nc(C)cc1C | i | -6.1%[25.5 µM]
OCCN=C(c1ccccc1)C12CN3CN(CN(C3)C1)C2 | i | -0.2%[25.5 µM]
CCOC(=O)COc1nc(N(C)C)nc(N(C)C)n1 | i | 0.9%[25.5 µM]
CCCCOc1ccc(C2CC(=O)N(C)C2=O)cc1 (stereo not drawn) | ? | -2.3%[25.5 µM]
N#Cc1nc(-c2cccs2)oc1NCc1ccccc1 | 5.65e-07M* | -1.2%[25.5 µM]
CCOC(=O)C(C(=O)OCC)N(C#N)c1nc(SC)nc(N(C)C)n1 | i | 1.0%[25.5 µM]
Cc1ccc(Oc2nc3c(c(=O)n(Cc4ccccc4F)c(=O)n3C)n2C)cc1 | i | -0.7%[25.5 µM]
COCCNc1ncnc2c1cnn2-c1ccc(Cl)cc1 | i | 10µM*
CC(C)CNc1nc2c(c(=O)n(C)c(=O)n2C)n1Cc1cccc(Br)c1 | i | 3.1%[25.5 µM]
O=C1CC(c2ccccc2)n2nc(NS(=O)(=O)c3ccccc3)nc2N1 (stereo not drawn) | ? | -1.1%[25.5 µM]

Single records (already shown). Order of screens: A350 autofl	FLuc inh
C=CCOC(=O)C1=C(C)NC(SCC(=O)Nc2ccc(C)c(Cl)c2)=C(C#N)C1c1ccco1 (stereo not drawn) is listed as 2.44e-07M*	1.2%[25.5 µM]
Cc1ccc(Oc2nc3c(c(=O)n(Cc4ccccc4F)c(=O)n3C)n2C)cc1 is listed as i	-0.7%[25.5 µM]
CCOc1ccc(C2C(C#N)=C(N)Oc3cc(C)n(CCN4CCOCC4)c(=O)c32)cc1OCC (stereo not drawn) is listed as i	-0.3%[25.5 µM]
CCOC(=O)C(C(=O)OCC)N(C#N)c1nc(SC)nc(N(C)C)n1 is listed as i	1.0%[25.5 µM]
COCCNc1ncnc2c1cnn2-c1ccc(Cl)cc1 is listed as i	10µM*

Continuation:
Molecule | A350 autofl | FLuc inh
CC1(C)C2CCC1(C)C(OC(=O)CC(=O)O)C2 (stereo not drawn) | i | 0.8%[25.5 µM]
CCC1=Nc2ccccc2NC2=C1C(=O)CCC2 | ? | -23.5%[25.5 µM]
O=c1cc(-c2ccco2)nc(-c2cccs2)o1 | i | -0.2%[25.5 µM]
COC(=O)C1=C(C)N=C2SC(C)C(=O)N2C1/C=C/c1ccccc1OC (stereo not drawn) | i | -1.6%[25.5 µM]
Cc1ccc(C(=O)NCC(C)(C)O)cc1 | ? | 0.7%[25.5 µM]
Cc1ccc(S(=O)(=O)c2cc3c(=O)n4cccc(C)c4nc3n(CC3CCCO3)c2=N)cc1 (stereo not drawn) | 2.64e-08M* | 1.0%[25.5 µM]
CC(=O)OCC(=O)[C@H]1CC[C@H]2[C@@H]3CC=C4C[C@@H](O)CC[C@]4(C)[C@H]3CC[C@]12C | i | 1.1%[25.5 µM]
Cc1nc2ccccc2cc1O | 2.51e-06M* | 0.2%[25.5 µM]
Cc1cc(C)n(C(=O)CNC(=O)CCc2ccccc2)n1 | i | -1.8%[25.5 µM]
CN(C=C1C(=O)CC(C)(C)CC1=O)CCN1CCNCC1 | ? | 2.5%[25.5 µM]
COc1ccc(C2=Nn3c(nnc3-c3cccnc3)SC2)cc1OC | i | -3.9%[25.5 µM]
COc1cc(C2C(C#N)=C(N)Oc3cc(C)n(CCN4CCOCC4)c(=O)c32)cc(OC)c1OC (stereo not drawn) | i | 3.6%[25.5 µM]
CCOC(=O)CSc1nc(-c2ccc3c(c2)OCO3)ccc1C#N | 1.13e-07M* | 3.98µM*
Cc1ccccc1OCC(O)Cn1c(N2CCN(c3ccccc3)CC2)nc2c1c(=O)[nH]c(=O)n2C (stereo not drawn) | i | 1.2%[25.5 µM]
CCCCNC1=C(Br)C(=O)CC(C)(C)C1 | i | 1.1%[25.5 µM]
Cc1ccccc1-n1c(=O)/c(=C\c2ccco2)s/c1=C(/C#N)C(=O)Nc1ccccc1 | i | -0.9%[25.5 µM]
Cc1ccccc1OCc1nc2ccccc2c(=O)n1NC(=O)c1ccco1 | i | -19.7%[25.5 µM]
COc1ccc(OC)c(C2/C(=C(\O)c3ccc4c(c3)OCCO4)C(=O)C(=O)N2CCCN(C)C)c1 (stereo not drawn) | ? | 0.1%[25.5 µM]
CC1CCN(c2[nH]c(=S)c(C#N)c3c2CCCC3)CC1 | i | 1.6%[25.5 µM]
CC(NC(=O)NCc1cccnc1)(C(F)(F)F)C(F)(F)F | i | 1.2%[25.5 µM]
Cc1cc2c(c(=O)n1Cc1ccccn1)C(c1ccc3c(c1)OCO3)C(C#N)=C(N)O2 (stereo not drawn) | i | 1.2%[25.5 µM]
Nc1c2c(nc3ccccc13)N(C1CCCCC1)CC2 | 2.14e-07M* | 0.0%[25.5 µM]
Cc1ccc(/C(O)=C2/C(=O)C(=O)N(Cc3ccco3)C2c2cccs2)cc1 (stereo not drawn) | i | -6.0%[25.5 µM]
CCn1c(-c2ccco2)n[nH]c1=S | i | 0.4%[25.5 µM]
CCC(C(=O)Nc1ncn[nH]1)(C(F)(F)F)C(F)(F)F | i | 3.9%[25.5 µM]
N#CC1=C2SCC(O)(c3ccccc3)N2C(=O)CC1c1ccccc1 (stereo not drawn) | i | 1.4%[25.5 µM]
COc1ccccc1C1/C(=C(/O)c2ccc(OC(C)C)cc2)C(=O)C(=O)N1c1cc(C)on1 (stereo not drawn) | i | 0.7%[25.5 µM]
O=C(NCCN1CCOCC1)c1ccc(=O)oc1 | 7.2e-08M* | -0.4%[25.5 µM]
CCC(NC(=O)Nc1nnc(C(F)(F)F)s1)(C(F)(F)F)C(F)(F)F | i | 0.9%[25.5 µM]
C=CCOc1nc2c(c(=O)n(C)c(=O)n2C)n1Cc1ccccc1Cl | i | 0.4%[25.5 µM]

Further results follow:
Order of values – A350 autofl	FLuc inh
> CN(C)c1ccc(C=NCC2(O)CCOC(C)(C)C2)cc1 (stereo not drawn)
→ i	-0.1%[25.5 µM]
> COc1cc(Cn2ccnc2)c(OC)cc1Cn1ccnc1
→ i	-1.2%[25.5 µM]
> C/C(NC(=O)c1cccs1)=C1\C(=O)C[C@@H]2[C@H]1C2(C)C
→ i	-4.6%[25.5 µM]
> COc1ccc(Cn2ccnc2)cc1Br
→ i	-0.9%[25.5 µM]
> CCOC(=O)c1[nH]c2cc3c(cc2c1NC(=O)CN1CCCCC1C)OCO3 (stereo not drawn)
→ 3.1e-08M*	0.9%[25.5 µM]
> O=C(O)C1CC(=O)n2c(nc3ccccc32)S1 (stereo not drawn)
→ i	0.9%[25.5 µM]
> CCOC(=O)c1c(NC(=O)CN2CCOCC2)sc2c1CC(C)(C)OC2
→ i	2.6%[25.5 µM]
> O=C(NCc1ccccc1)c1ccc(=O)[nH]n1
→ i	1.0%[25.5 µM]
> CCCCNC(=O)c1cc2n(n1)C(C(F)(F)F)CC(c1ccccc1)N2 (stereo not drawn)
→ i	1.7%[25.5 µM]
> COc1ccc(C2CC(c3ccccc3)Nc3nc(N)nn32)cc1 (stereo not drawn)
→ 1.22e-06M*	2.5%[25.5 µM]
> Cc1nc(-c2cn[nH]c2)c2cc(C)oc2n1
→ i	1.1%[25.5 µM]
> N#CC1=C(SCC(=O)c2ccc(Cl)cc2)NC2=C(C(=O)CCC2)C1c1ccco1 (stereo not drawn)
→ i	-3.3%[25.5 µM]
> CN(C)CCCN1C(=O)C(O)=C(C(=O)c2cc3ccccc3o2)C1c1ccccc1 (stereo not drawn)
→ i	-0.6%[25.5 µM]
> N#CC1=C(N)N(c2ccccc2)C(c2ccccc2)C1(C#N)C#N (stereo not drawn)
→ 1.09e-08M*	0.2%[25.5 µM]
> COc1cc(C2CC(C(F)(F)F)n3ncc(C(=O)O)c3N2)cc(OC)c1OC (stereo not drawn)
→ i	2.1%[25.5 µM]
> CN1C2C=C3C(C#N)=C(N)C(C#N)(C#N)[C@@H](c4ccsc4)[C@@H]3C1CC2 (stereo partly drawn)
→ 1.29e-07M*	-0.5%[25.5 µM]
> COc1ccc(C(=O)Cn2c(Br)nc3c2c(=O)n(C)c(=O)n3C)cc1OC
→ ?	1.0%[25.5 µM]
> Cc1cc(N/C=C/C(=O)c2cccc3ccccc23)no1
→ ?	0.3%[25.5 µM]
> CC(C)(C)NCC(=O)c1c[nH]c2ccccc12
→ i	0.6%[25.5 µM]
> Cc1cccc(OCC(=O)N2CCC(N3CCCCCC3)CC2)c1
→ i	0.9%[25.5 µM]
> Cn1ncc2c(Nc3ccccc3Br)ncnc21
→ i	-0.6%[25.5 µM]
> O=C(O)CC(NC(=O)COc1ccc(Cl)cc1Cl)C(=O)O (stereo not drawn)
→ i	1.3%[25.5 µM]
> Cn1nnc2c(sc3nc(N4CCOCC4)c4c(c32)CCCC4)c1=O
→ ?	1.1%[25.5 µM]
> NC(=O)CSc1nc(N)c2c3c(sc2n1)CCCCC3
→ i	12.6µM*
> CC1(C)CC(=O)C=C(NCc2ccncc2)C1
→ ?	0.9%[25.5 µM]
> CO[C@H]1C[C@@H]2CC[C@@H](C)[C@@](O)(O2)C(=O)C(=O)N2CCCC[C@H]2C(=O)O[C@H]([C@H](C)C[C@@H]2CC[C@@H](O)[C@H](OC)C2)CC(=O)[C@H](C)C=C(C)[C@@H](O)[C@@H](OC)C(=O)[C@H](C)C[C@H](C)C=CC=CC=C1C
→ i	0.2%[25.5 µM]
> CCOC(=O)c1c(C)[nH]c(/C(C)=N/O)c1C
→ i	-0.5%[25.5 µM]
> Cc1oc2cc(O)ccc2c(=O)c1-c1cnn(-c2ccccc2)c1
→ 1.57e-07M*	-2.7%[25.5 µM]
> CC1(C)Cc2[nH]c(=S)c(C#N)cc2CO1
→ ?	-2.7%[25.5 µM]
> OCCCc1nc2ccccc2n1CCc1ccccc1
→ i	-2.4%[25.5 µM]

Random excerpt: six compounds from above.
Order of values – A350 autofl	FLuc inh
> Cn1nnc2c(sc3nc(N4CCOCC4)c4c(c32)CCCC4)c1=O
→ ?	1.1%[25.5 µM]
> CC1(C)CC(=O)C=C(NCc2ccncc2)C1
→ ?	0.9%[25.5 µM]
> Cc1oc2cc(O)ccc2c(=O)c1-c1cnn(-c2ccccc2)c1
→ 1.57e-07M*	-2.7%[25.5 µM]
> O=C(O)CC(NC(=O)COc1ccc(Cl)cc1Cl)C(=O)O (stereo not drawn)
→ i	1.3%[25.5 µM]
> NC(=O)CSc1nc(N)c2c3c(sc2n1)CCCCC3
→ i	12.6µM*
> OCCCc1nc2ccccc2n1CCc1ccccc1
→ i	-2.4%[25.5 µM]

More structures
Order of values – A350 autofl	FLuc inh
> COc1cccc(OC)c1OCCN1CCN(C(=O)c2ccco2)CC1
→ i	1.6%[25.5 µM]
> COc1cc(C)nc(Oc2ccc(=O)[nH]n2)n1
→ ?	1.9%[25.5 µM]
> Cc1ccc2[nH]c3c(c2c1)CN(C(=O)CN1CCN(c2ccccn2)CC1)CC3
→ ?	-1.8%[25.5 µM]
> CCOc1ccc(-c2nnc3sc(-c4c(OC)cccc4OC)nn23)cc1
→ i	1.4%[25.5 µM]
> CCOC(=O)C1=Nc2ccccc2C1=[N+]=[N-]
→ ?	-0.4%[25.5 µM]
> COc1nc(N(C)S(=O)(=O)c2ccc(C)cc2)nc(C)c1Cl
→ i	0.3%[25.5 µM]
